GALR2 antag: GALR2 (human) receptor antagonism | O43603 | GALR2-expressing cells, antagonist mode | inhibition, % at 4 µM | hit rate 0.39% among 140,000 | AID 828; in the data active means inhibition above about 27%;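 further: cells stimulated with galanin 1-16 at roughly its EC80; 0% = agonist challenge control and 100% = basal control without agonist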
Target sequence (O43603 whole entry, looked up): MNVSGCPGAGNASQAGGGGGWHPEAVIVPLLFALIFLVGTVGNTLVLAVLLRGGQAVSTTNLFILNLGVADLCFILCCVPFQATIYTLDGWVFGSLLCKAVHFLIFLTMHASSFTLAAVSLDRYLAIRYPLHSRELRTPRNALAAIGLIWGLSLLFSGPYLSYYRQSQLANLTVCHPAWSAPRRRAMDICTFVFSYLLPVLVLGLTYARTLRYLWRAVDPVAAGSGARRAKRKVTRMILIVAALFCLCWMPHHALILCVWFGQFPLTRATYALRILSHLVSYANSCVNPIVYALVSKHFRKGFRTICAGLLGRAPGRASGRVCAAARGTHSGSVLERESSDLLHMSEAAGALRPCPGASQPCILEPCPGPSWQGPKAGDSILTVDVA
Yeast life ext: yeast lifespan extension. inhibition of the nicotinamide effect, % at 10 µM. AID 775. hit rate 0.68% among 130,000. S. cerevisiae growth with nicotinamide, OD615; deaD strain in restrictive glucose medium;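 active means inhibition above a set limit, placed 3 SD over the median of all compounds, cut at about 26% in these data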;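 further: 0% = nicotinamide-treated wells and 100% = cells grown without nicotinamide; some compounds called inactive have numbers as strong as hits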
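System: Modified budding yeast, DeaD strain | Buffer or medium: Restrictive glucose medium | Also added: 1.5 mM nicotinamide | Doses: 10 µM single point, 0.25% DMSO | Schedule: 48 h compound exposure at 30 °C, humidified | Detection: Absorbance at 615 nm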
BB579 growth dn: reduces growth of yeast BB579 in restrictive medium. S. cerevisiae BB579 growth, OD615, 48 h. inhibition, % at 10 µM. hit rate 0.51% among 140,000;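 active means inhibition above a set limit, 3 SD over the mean compound inhibition, cut at about 44% in these data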; further: inactives centre near -24
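Test system: S. cerevisiae DeaD strain BB579 yeast; Medium: restrictive CSMM-D medium; Compound: one dose, 10 µM compound with 0.25% DMSO; Incubation: 4 h cell preincubation, 48 h compound exposure, 30 °C humidified; Signal: OD at 615 nm; Benchmarks: amphotericin B at 10 µg/mL as positive control.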
Phagocyt inh: inhibitors of macrophage phagocytosis. J774A.1 macrophage IgG-bead phagocytosis, imaging. inhibition, % at 5 µM. hit rate 0.07% among 110,000. AID 1029;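 active means inhibition above the mean of the plate negative controls plus 5 SD, cut at about 13% in these data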;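 further: phagocytic index as fraction of beads internalized from green versus red external bead signal; plate controls were DMSO negative control for no effect and cytochalasin-D positive control for full effect; some results beyond the cut were filed as inactive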
bCat KO growth: beta-catenin-lacking colon tumor cell growth suppression; HCT116 beta-catenin knockout viability, CellTiter-Glo, 60 h; stronger effect = lower value; viability, % at 10 µM; hit rate 1.5% among 140,000; AID 818;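 active means viability at or under a set limit, the compound median less 4 SD, cut at about 6% in these data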;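 further: 0% = Hyamine 1622 control at 20 µM and 100% = untreated cell control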
NPY-Y2 antag: NPY-Y2 (human) receptor antagonism; hit rate 0.99% among 140,000; AID 793; inhibition, % at 2.7 µM; P49146; NPY-Y2 expressing cells, antagonist mode; in the data active means inhibition above about 17%;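 further: 0% = vehicle with agonist challenge and 100% = reference antagonist with challenge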
Target sequence (P49146 whole entry, looked up): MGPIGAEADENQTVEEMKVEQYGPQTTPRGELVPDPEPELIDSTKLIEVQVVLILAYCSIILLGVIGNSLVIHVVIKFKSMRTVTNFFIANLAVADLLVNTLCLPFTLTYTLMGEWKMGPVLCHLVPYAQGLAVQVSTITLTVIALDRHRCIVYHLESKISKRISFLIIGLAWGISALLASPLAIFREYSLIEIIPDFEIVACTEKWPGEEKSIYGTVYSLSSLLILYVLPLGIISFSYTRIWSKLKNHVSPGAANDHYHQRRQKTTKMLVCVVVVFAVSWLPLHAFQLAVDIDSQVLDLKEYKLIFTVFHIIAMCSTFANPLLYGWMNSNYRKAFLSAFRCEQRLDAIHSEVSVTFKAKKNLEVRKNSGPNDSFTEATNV
Measles CPE: protection of cells from measles virus; Measles virus-infected cells, CPE protection, absorbance; protection (pct of control), % at 4 µM; hit rate 1.5% among 140,000; AID 841; in the data active means protection mostly above about 24%, no sharp cut-off; inactive means mostly below about 26%; further: some compounds called inactive have numbers as strong as hits
PTEN del growth: PTEN-deleted cell growth suppression; HCT116 PTEN-null viability, CellTiter-Glo, 60 h; stronger effect = lower value; viability, % at 10 µM; hit rate 1.2% among 140,000;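 active means viability at or below a set limit, 4 SD under the median of all tested compounds, cut at about 3.7% in these data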;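 further: PTEN knockout HCT116 line with beta catenin targeted HCT116 as companion control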
MRP1 act: MRP-1 activation; viability increase, % at 10 µM; AID 799; hit rate 0.61% among 140,000; H69AR cells + doxorubicin, viability rescue, CellTiter-Glo;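 active means viability gain under doxorubicin at or above a set limit, the compound median plus 3 SD, cut at about 4.7% in these data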;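 further: MRP-1 overexpressing cells given doxorubicin 25 µM after compound pretreatment; 18-22 h compound pretreatment then 72 h with doxorubicin before readout; 0% = doxorubicin-only wells and 100% = vehicle-treated cells without doxorubicin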
E-sel TNF inh: blocks E-selectin expression induced by TNF alpha | inhibition, % at 2 µM | HUVEC TNFa-induced E-selectin immunofluorescence, high content | hit rate 0.71% among 120,000;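 active means inhibition above the batch mean plus 3 SD, and confirmed as a hit on visual image review, cut at about 43% in these data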;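 further: 0% = TNF-stimulated DMSO wells and 100% = unstimulated control wells; not every result past the cut was called active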
The depositor's hits bear a star; & = joins results of further samples.

How did Cc1cc(NC(=O)COC(=O)c2cc3c(s2)CCC(C)C3)no1 (centres undefined) do in these assays?
GALR2 antag: -12.8; Yeast life ext: -10.8; BB579 growth dn: -27.2; Phagocyt inh: -0.6; bCat KO growth: 93.7; NPY-Y2 antag: 1.3; Measles CPE: 7.8; PTEN del growth: 98.0; MRP1 act: 0.8; E-sel TNF inh: -28.6

How did CCN1C(=O)/C(=C/c2ccc(OC)c(OC)c2)N=C1SCC(=O)NCc1ccco1 do in these assays?
GALR2 antag: 6.8; Yeast life ext: -2.9; BB579 growth dn: -35.1; Phagocyt inh: -0.2; bCat KO growth: 94.6; NPY-Y2 antag: 6.8; Measles CPE: 2.5; PTEN del growth: 100.3; MRP1 act: -2.1; E-sel TNF inh: -15.3

What do the screens show for `Cc1ccc2c(c1)N(CC(=O)N1CCCCC1c1cccnc1)C(=O)CO2` (centres undefined)?
GALR2 antag: -1.8; Yeast life ext: -1.7; BB579 growth dn: 7.3; Phagocyt inh: -0.5; bCat KO growth: 89.6; NPY-Y2 antag: 0.1; Measles CPE: 3.4; PTEN del growth: 96.3; MRP1 act: -0.8; E-sel TNF inh: -23.0

How did Cc1cc(C(=O)COC(=O)CN=C2NS(=O)(=O)c3ccccc32)c(C)n1CCc1ccc(Cl)cc1 do in these assays?
GALR2 antag: 13.2; Yeast life ext: 3.1; BB579 growth dn: -16.3; Phagocyt inh: -6.8; bCat KO growth: 92.1; NPY-Y2 antag: 1.7; Measles CPE: 7.2; PTEN del growth: 100.4; MRP1 act: 2.4

Results for CC(=O)Nc1nc(C(F)(F)F)cs1 ?
GALR2 antag: 4.9; Yeast life ext: 0.3; BB579 growth dn: -19.1; Phagocyt inh: -1.4; bCat KO growth: 96.1; NPY-Y2 antag: 2.2; Measles CPE: 2.8; PTEN del growth: 96.2; MRP1 act: -1.0

What do the screens show for `Cn1c(SCC(=O)NNC(=O)Cc2ccccc2)nnc1-c1ccccc1`?
GALR2 antag: -12.4; Yeast life ext: -0.3; BB579 growth dn: -15.5; bCat KO growth: 95.7; NPY-Y2 antag: 0.7; Measles CPE: 4.2; PTEN del growth: 89.5; MRP1 act: -1.0

Results for CSc1ccccc1NS(=O)(=O)c1ccc2c(c1)OCCO2 ?
GALR2 antag: -10.3; Yeast life ext: 6.2; BB579 growth dn: -48.7; Phagocyt inh: -1.3; bCat KO growth: 93.7; NPY-Y2 antag: 1.2; Measles CPE: 2.9; PTEN del growth: 88.5; MRP1 act: -3.7; E-sel TNF inh: -46.0

What do the screens show for `Cc1cccc(NC(=O)CS(=O)(=O)Cc2ccccc2)n1`?
GALR2 antag: -0.1; Yeast life ext: -3.5; BB579 growth dn: -7.2; Phagocyt inh: 1.1; bCat KO growth: 97.9; NPY-Y2 antag: 2.8; Measles CPE: 9.5; PTEN del growth: 100.5; MRP1 act: -0.4; E-sel TNF inh: 38.0

What do the screens show for `O=C(NCCCO)c1ccc2[nH]c3ccccc3c2c1`?
GALR2 antag: 20.4; Yeast life ext: -4.5; BB579 growth dn: -4.1; Phagocyt inh: 0.2; bCat KO growth: 109.7; NPY-Y2 antag: -0.7; Measles CPE: 3.8; PTEN del growth: 111.7; MRP1 act: 3.5; E-sel TNF inh: -40.9

What do the screens show for `CCN1CCN(c2cc(C)c3cc(NC(=O)c4ccccc4F)ccc3n2)CC1`?
GALR2 antag: 1.2; Yeast life ext: -16.3; BB579 growth dn: -14.8; Phagocyt inh: 0.8; bCat KO growth: 53.8; NPY-Y2 antag: 1.4; Measles CPE: 6.2; PTEN del growth: 61.7; MRP1 act: -1.9; E-sel TNF inh: 24.5

What do the screens show for `CCc1cc(-c2n[nH]c(=S)n2-c2cccc(C)c2)cs1`?
GALR2 antag: -0.1; Yeast life ext: -17.0; BB579 growth dn: 8.3; bCat KO growth: 99.5; NPY-Y2 antag: 7.9; Measles CPE: 3.4; PTEN del growth: 86.6&87.9; MRP1 act: -0.8; E-sel TNF inh: -4.3

What do the screens show for `O=C(Nc1nnc(CCN2CCOCC2)s1)C1CCCCC1`?
GALR2 antag: 3.1; Yeast life ext: -9.4; BB579 growth dn: -19.3; Phagocyt inh: 0.2; bCat KO growth: 100.4; NPY-Y2 antag: -3.1; Measles CPE: 5.4; PTEN del growth: 102.1; MRP1 act: 0.0

What do the screens show for `CCOC(=O)c1c(NC(=S)NC(=O)c2ccc(Cn3cc(Cl)cn3)o2)sc2c1CCCCC2`?
GALR2 antag: 2.3; Yeast life ext: -7.2; BB579 growth dn: -33.8; Phagocyt inh: 5.4; bCat KO growth: 2.4*; NPY-Y2 antag: 3.4; Measles CPE: 3.1; PTEN del growth: 5.8; MRP1 act: -7.3; E-sel TNF inh: -25.6

How did CCC(=O)n1nc(NCc2ccccc2OC)nc1NCc1ccccc1OC do in these assays?
GALR2 antag: 4.5; Yeast life ext: -4.2; BB579 growth dn: -77.8; Phagocyt inh: -0.3; bCat KO growth: 75.0; NPY-Y2 antag: 0.2; Measles CPE: 12.2; PTEN del growth: 86.6; MRP1 act: -0.5; E-sel TNF inh: -21.8

How did COc1ccc2nc(NC(=O)CCN3C(=O)c4ccccc4C3=O)sc2c1 do in these assays?
GALR2 antag: -10.0; Yeast life ext: -6.5; BB579 growth dn: -15.7; bCat KO growth: 96.3; NPY-Y2 antag: 5.5; Measles CPE: 23.5; PTEN del growth: 96.2; MRP1 act: 0.0; E-sel TNF inh: 6.1

Reprinted from the entries so far, 2 compounds:
How did Cc1cc(NC(=O)COC(=O)c2cc3c(s2)CCC(C)C3)no1 (centres undefined) do in these assays?
GALR2 antag: -12.8; Yeast life ext: -10.8; BB579 growth dn: -27.2; Phagocyt inh: -0.6; bCat KO growth: 93.7; NPY-Y2 antag: 1.3; Measles CPE: 7.8; PTEN del growth: 98.0; MRP1 act: 0.8; E-sel TNF inh: -28.6

How did CCN1C(=O)/C(=C/c2ccc(OC)c(OC)c2)N=C1SCC(=O)NCc1ccco1 do in these assays?
GALR2 antag: 6.8; Yeast life ext: -2.9; BB579 growth dn: -35.1; Phagocyt inh: -0.2; bCat KO growth: 94.6; NPY-Y2 antag: 6.8; Measles CPE: 2.5; PTEN del growth: 100.3; MRP1 act: -2.1; E-sel TNF inh: -15.3

Additional entries.
What do the screens show for `S=C(NCc1ccccn1)Nc1ccccc1Cl`?
GALR2 antag: -3.9; Yeast life ext: 0.6; BB579 growth dn: -21.3; Phagocyt inh: -6.6; bCat KO growth: 95.8; NPY-Y2 antag: 1.0; Measles CPE: 23.5; PTEN del growth: 104.2; MRP1 act: 8.2*

Results for CCOc1ccccc1NC1=NCC(=O)N1Cc1ccc(F)cc1 ?
GALR2 antag: 10.5; Yeast life ext: -8.8; BB579 growth dn: 14.5; Phagocyt inh: 0.0; bCat KO growth: 93.8; NPY-Y2 antag: 2.0; Measles CPE: 9.8; PTEN del growth: 99.5; MRP1 act: -1.6; E-sel TNF inh: -0.2

Results for Cc1cc(Nc2ccccc2)nn1C(=O)c1ccc([N+](=O)[O-])cc1 ?
GALR2 antag: 8.6; BB579 growth dn: -40.3; bCat KO growth: 92.4; NPY-Y2 antag: -5.6; Measles CPE: 8.7; PTEN del growth: 105.0; MRP1 act: -3.4; E-sel TNF inh: -13.9

What do the screens show for `COc1ccc(NS(=O)(=O)c2ccc(NS(=O)(=O)c3ccc(SC)cc3)cc2)c(OC)c1`?
GALR2 antag: 9.2; Yeast life ext: 1.0; BB579 growth dn: -32.1; Phagocyt inh: 0.7; bCat KO growth: 89.7; NPY-Y2 antag: 5.5; Measles CPE: 15.4; MRP1 act: -0.8; E-sel TNF inh: 16.1

How did Cc1ccc(NC(=O)CN2C(=O)S/C(=C\c3cccn3C)C2=O)cc1 do in these assays?
GALR2 antag: -4.5; Yeast life ext: -7.0; BB579 growth dn: -25.9; bCat KO growth: 90.2; NPY-Y2 antag: 7.2; Measles CPE: 5.1; PTEN del growth: 97.7; MRP1 act: -5.2; E-sel TNF inh: -12.9

How did Cc1nn(C(C)C(=O)O)c(=O)c2c1sc1ccccc12 (centres undefined) do in these assays?
GALR2 antag: 1.2; Yeast life ext: -13.4; BB579 growth dn: -8.8; bCat KO growth: 87.4; NPY-Y2 antag: 7.1; Measles CPE: 18.0; PTEN del growth: 96.0; MRP1 act: -3.0; E-sel TNF inh: -68.3

How did O=S(=O)(Cc1ccc(Cl)cc1)c1ccccc1-c1nnc(-c2ccccc2)o1 do in these assays?
GALR2 antag: -4.0; Yeast life ext: -18.5; BB579 growth dn: 1.5; Phagocyt inh: -0.1; bCat KO growth: 61.5; NPY-Y2 antag: 2.8; Measles CPE: 8.2; PTEN del growth: 58.1; MRP1 act: -5.7; E-sel TNF inh: -14.8

Results for COc1ccc(NC(=O)c2ccco2)cc1NC(=O)c1c(F)c(F)c(OC)c(F)c1F ?
GALR2 antag: 0.2; Yeast life ext: -4.1; BB579 growth dn: -37.6; Phagocyt inh: -0.4; bCat KO growth: 98.0; NPY-Y2 antag: 2.7; Measles CPE: 7.4; PTEN del growth: 97.8; MRP1 act: 1.1; E-sel TNF inh: 19.6

Results for Cc1ccc(SCc2ccc(C(=O)Nc3cccc([N+](=O)[O-])c3C)cc2)cc1 ?
GALR2 antag: -10.1; Yeast life ext: 8.4; BB579 growth dn: -52.6; Phagocyt inh: 3.8; bCat KO growth: 31.6; NPY-Y2 antag: 5.5; Measles CPE: 3.9; PTEN del growth: 49.5; MRP1 act: -3.8; E-sel TNF inh: -46.4

How did CCN(CC)CCNC(=O)c1ccc(Cl)c(S(=O)(=O)Nc2ccc(Cl)cc2)c1 do in these assays?
GALR2 antag: -3.5; Yeast life ext: 8.9; BB579 growth dn: -6.1; bCat KO growth: 96.7; NPY-Y2 antag: 1.3; Measles CPE: 7.5; PTEN del growth: 101.4; MRP1 act: 0.1; E-sel TNF inh: 1.2

What do the screens show for `CCN(CC)C(=O)C1CCN(S(=O)(=O)c2cccc3nonc23)CC1`?
GALR2 antag: -5.8; Yeast life ext: 0.5; BB579 growth dn: -56.7; bCat KO growth: 99.8; NPY-Y2 antag: 0.2; Measles CPE: 1.1; PTEN del growth: 90.2; MRP1 act: 0.1; E-sel TNF inh: -11.0

What do the screens show for `O=C1CC(=O)C(n2cncn2)C(c2cccc(Cl)c2)C1` (centres undefined)?
GALR2 antag: -5.4; Yeast life ext: -15.4; BB579 growth dn: -19.0; bCat KO growth: 106.3; NPY-Y2 antag: -1.1; Measles CPE: 6.1; PTEN del growth: 103.8; MRP1 act: -0.1; E-sel TNF inh: -6.2

How did CN1C(=O)N(CN2CCCCC2)C2C1N(C)C(=O)N2CN1CCCCC1 (centres undefined) do in these assays?
GALR2 antag: -19.5; Yeast life ext: -12.3; BB579 growth dn: -14.5; Phagocyt inh: 0.1; bCat KO growth: 87.6; NPY-Y2 antag: 4.7; Measles CPE: 12.9; PTEN del growth: 88.3; MRP1 act: -1.1; E-sel TNF inh: -7.3

Results for CCCCC(=O)NS(=O)(=O)c1ccc(N=NN2CCCCC2)cc1 ?
GALR2 antag: -5.8; Yeast life ext: 2.0; BB579 growth dn: -2.3; Phagocyt inh: -5.4; bCat KO growth: 99.2; NPY-Y2 antag: 1.2; Measles CPE: 17.9; PTEN del growth: 104.3; MRP1 act: -1.4
